TDP1 block – inhibitors of human tyrosyl-DNA phosphodiesterase TDP1; Q9NUW8; recombinant TDP1, AlphaScreen DNA substrate cleavage; Potency, µM (titrated, usually from 130 µM), inactives show top-dose activity change, negative = inhibition, hits mostly inhibitors; 350,000 tested, 0.28% active; note: nearly all actives have a fitted effect of over 40% in size
Target sequence (Q9NUW8 whole entry, looked up): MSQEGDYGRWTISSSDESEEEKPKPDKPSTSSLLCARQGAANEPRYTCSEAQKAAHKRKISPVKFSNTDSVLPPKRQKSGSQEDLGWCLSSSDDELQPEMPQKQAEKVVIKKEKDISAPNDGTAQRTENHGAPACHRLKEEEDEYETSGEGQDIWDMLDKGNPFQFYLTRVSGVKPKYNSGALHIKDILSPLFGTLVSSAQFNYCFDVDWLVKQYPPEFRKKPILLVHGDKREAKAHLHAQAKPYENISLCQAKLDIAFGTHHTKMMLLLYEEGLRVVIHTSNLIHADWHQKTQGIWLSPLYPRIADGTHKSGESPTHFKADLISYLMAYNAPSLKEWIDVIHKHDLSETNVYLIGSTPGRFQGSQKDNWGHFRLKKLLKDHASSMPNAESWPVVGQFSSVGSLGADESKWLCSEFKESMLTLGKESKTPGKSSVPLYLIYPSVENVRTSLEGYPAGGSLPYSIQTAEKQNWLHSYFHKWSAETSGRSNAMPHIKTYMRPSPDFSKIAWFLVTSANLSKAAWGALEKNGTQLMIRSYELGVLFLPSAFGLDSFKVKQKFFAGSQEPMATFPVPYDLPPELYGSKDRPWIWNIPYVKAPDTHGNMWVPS
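E. coli-derived human Tdp1, 1 nM final. Cpd preinc 15 min RT; substrate 15 nM final, 5 min RT; AS bead mix 10 ug/ml final, 10 min RT. Signal loss = tyrosine-FITC cleavage. No-enzyme wells = max signal.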
TDP1 cell CPT – growth inhibition of DT40 Tdp1-/-;hTDP1 cells with camptothecin (screen for TDP1 inhibitors). chicken DT40 Tdp1-/-;hTDP1 cells + 20 nM CPT, ATP luminescence, 48 h. Potency, µM (titrated, usually from 46.2 µM), for the others: at the top dose activity change, negative = growth inhibition, hits mostly inhibitors. 420,000 tested, 12% active; note: nearly all actives have a fitted effect of over 55% in size
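Cell growth measured by CellTiter-Glo luminescence after a minimum 48 h, 37 C compound exposure with 20 nM CPT in Tdp1-knockout DT40 cells stably expressing hTDP1, seeded 400/well; qHTS titration format.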
TDP1 cell noCPT – qHTS for Inhibitors of human tyrosyl-DNA phosphodiesterase 1 (TDP1): qHTS in cells in absence of CPT. Potency, µM (highest dose often 46.2 µM), without a hit: at the top dose activity change, negative = growth inhibition, hits mostly inhibitors. DT40 Tdp1-/- hTDP1 cells, no CPT, ATP luminescence, 48 h. AID 686978, 2013. 420,000 tested, 15% active; note: nearly all actives have a fitted effect of over 55% in size
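Cells were dispensed at 400 per well, compounds added by pin tool, plates incubated ≥48 hr at 37 °C, then CellTiter-Glo added for 30 min at room temperature before luminescence reading. Line: DT40 Tdp1-/- complemented with hTDP1; camptothecin omitted.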
* marks the source's active call; other numbers are inactive results; ? = inconclusive; / = no result given; & = joins results of further samples; [ ] = remark or other dose. Calls come from the whole dose curve; as a rule, active = well fitted curve in the direction sought with a large enough effect; inconclusive = small, poorly fitted or top-dose-only effect, or another doubt; inactive = no such curve, though single readings can be large; an effect the other way counts as inactive or inconclusive. % is set by controls: 0 for no effect and ±100 for the full control effect; potency is the fitted concentration of half-maximal effect.

[1] CCCCN(c1ccccc1)c1ncnc2c1cnn2-c1ccc(Cl)cc1
[2] COc1c(Cl)cc(-c2noc(C)c2C(=O)NC(C)C)cc1Cl
[3] CN(C)S(=O)(=O)c1ccc(NC(=O)c2cc3ccccc3o2)cc1
[4] CC(=O)c1cccc(OCC(=O)N(C)CC(=O)NCc2ccco2)c1
[5] CCOC(=O)CC1C(=O)NCCN1C(=O)Nc1ccccc1 (stereo not given)
[6] Cc1ccc(NCc2cc3cc4c(cc3n(CC(=O)Nc3ccc(C)cc3)c2=O)OCCO4)cc1
Compound	1	2	3	4	5	6
TDP1 cell CPT	16µM*	8%	-23%	?	3%	7.3µM*
TDP1 cell noCPT	18µM*	5%	?	-20%	-3%	8.2µM*
TDP1 block	2%	0%	1%	7.1µM*	8%	0%

[7] Oc1c(Br)cc(C=Nc2ccc3nc(-c4ccccc4)[nH]c3c2)c(O)c1Br
[8] Cc1ccc2c(c1)C(c1ccccc1)N(C(=O)c1ccc(OC(C)C)cc1)CC(=O)N2 (stereo not given)
[9] CON(C)c1nc(C2CCCCC2)c2cc(C)ccc2n1
[10] O=C(Nc1ccc(Oc2ccccc2)nc1)C1CCCCN1Cc1cccc(O)c1 (stereo not given)
[11] O=C(CNC(=O)N1CC(=O)Nc2ccccc21)Nc1nccs1
[12] COC(=O)CSc1nnc2c3c4c(sc3nc(-n3nc(C)cc3C)n12)COC(C)(C)C4
Compound	7	8	9	10	11	12
TDP1 cell CPT	16µM*	?	?	?	-1%	-3%
TDP1 cell noCPT	15µM*	?	?	?	12%	-27%
TDP1 block	3%	6%	/	4%	2%	-3%

[13] COc1cccc(OC)c1OCCCSc1nc(C)cc(=O)[nH]1
[14] Cc1ccc(-n2c(Cc3ccccc3)nnc2SCc2nc(-c3cccs3)no2)cc1C
[15] COc1ccc2c(c1)CCc1c-2nc2ccccc2c1N1CCOCC1
[16] COc1cccc(NS(=O)(=O)c2c(C)cc(C)cc2C)c1
[17] COc1ccc(NC(=O)CSc2nnnn2C)c([N+](=O)[O-])c1
[18] COc1ccc(CCNC(=O)CCn2c(=O)c3ccccc3n(Cc3ccccc3F)c2=O)cc1OC
Compound	13	14	15	16	17	18
TDP1 cell CPT	-2%	?	1.6µM*	?	11%	15µM*
TDP1 cell noCPT	-16%	23µM*	2.1µM*	?	-2%	12µM*
TDP1 block	-2%	4%	/	-5%	0%	0%

[19] CN(C)c1cccc(C(=O)N/N=C/c2ccccc2F)c1
[20] Cc1ccc(CN(C(=O)COc2cc(C)c(Cl)c(C)c2)c2ccccn2)o1
[21] Cc1c(NC(=O)CN2CC(C)OC(C)C2)c(=O)n(-c2ccccc2)n1C (stereo not given)
[22] CCOCCCNC(=O)C(c1ccc(Cl)cc1)N1CCN(C(=O)c2ccco2)CC1 (stereo not given)
[23] CN(C(=O)CSc1nnnn1-c1ccccc1)C1CCCCC1
[24] Cc1ccccc1NC(=S)NNC(=O)c1cccc(Br)c1
Compound	19	20	21	22	23	24
TDP1 cell CPT	-24%	?	14%&-3%	5%	-10%	?
TDP1 cell noCPT	?	18µM*	1%&-4%	-3%	1%	?
TDP1 block	0%	5%	-3%	9%	3%	8%

[25] CC(C)=CC1C(C(=O)NCCOc2ccccc2)C1(C)C (stereo not given)
[26] Cc1ccc(S(=O)(=O)NCC2CCC(C(=O)NCCCN3CCC(C)CC3)CC2)cc1 (stereo not given)
[27] CC(NS(=O)(=O)c1cn(C)c(=O)n(C)c1=O)c1ccccc1 (stereo not given)
[28] CCCN1CCN(C(=O)C2CCN(S(=O)(=O)c3ccc4c(c3)oc(=O)n4C)CC2)CC1
[29] COc1cccc(C(=O)N(Cc2cccc(F)c2)C2CCS(=O)(=O)C2)c1 (stereo not given)
[30] Cc1cc(C)n(CC(=O)NNC(=O)COc2ccc(Br)cc2F)n1
Compound	25	26	27	28	29	30
TDP1 cell CPT	?	-28%	-1%	-11%	-6%	-7%
TDP1 cell noCPT	?	?	0%	-10%	?	-6%
TDP1 block	/	/	3%	3%	-1%	1%

[31] CCCC(=O)Nc1ccc(NC(=O)c2ccccc2)nc1
[32] COCCN(C(=O)c1cc(-c2ccccc2Cl)nc2ccccc12)c1c(N)n(CC(C)C)c(=O)[nH]c1=O
[33] CC(=O)Nc1ccc(S(=O)(=O)NCCC(=O)NCCCc2ccccc2)cc1
[34] Cc1cc(NC(=O)CSc2nc3ccccc3[nH]2)n(-c2ccccc2)n1
[35] CC(=O)NCCc1nc2ccccc2n1Cc1ccc(Cl)cc1
[36] CCN(CC)c1cc2c(cc1F)c(=O)c(S(=O)(=O)c1cc(C)ccc1C)cn2Cc1ccccc1
Compound	31	32	33	34	35	36
TDP1 cell CPT	1%	8%	6%	?	-27%	?
TDP1 cell noCPT	-11%	-1%	2%	?	?	18µM*
TDP1 block	/	/	1%[56.1 µM]	-1%	2%	1%

[37] O=C(Nc1ccccc1)C1CC(=O)n2c(nc3ccccc32)N1 (stereo not given)
[38] Cc1ccc(CNC(=O)/C(C#N)=C/c2ccc(C)s2)cc1
[39] CCS(=O)(=O)N1Cc2ccccc2CC1C(=O)Nc1cc(S(C)(=O)=O)ccc1Cl (stereo not given)
[40] O=C1NCCN(CC2CCN(CCc3ccccc3)CC2)C1=O
[41] O=C(c1ccccn1)N1N=C2/C(=C/c3ccccc3)CCCC2C1c1ccccc1 (stereo not given)
[42] Cc1cccc(CNC(=O)CCCN2C(=O)CCn3nc(-c4cccn4C)cc32)c1
Compound	37	38	39	40	41	42
TDP1 cell CPT	-5%	-8%	-16%	-15%	?	-29%
TDP1 cell noCPT	?	-3%	2%	-12%	?	-21%
TDP1 block	2%	3%	4%	/	4%	8%

[43] CC(=O)c1c(C)[nH]c(C(=O)NCc2ccccn2)c1C
[44] CC1CC(C)CN(C(=S)Nc2ccc(SC(F)F)cc2)C1 (stereo not given)
[45] Cc1nnc(SCC(=O)Nc2cccc(S(=O)(=O)N3CCCC3)c2)n1C1CC1
[46] COc1ccc(NC(=O)N2CCN(c3ccc([N+](=O)[O-])cc3)CC2)cc1
[47] CCOC(CNC(=O)c1ccc2c(c1)ncn2-c1ccc(F)c(F)c1)OCC
[48] Cc1ccc2c(c1)C(c1ccc(N3CCOCC3)cc1)=NNC(c1cccs1)=N2
Compound	43	44	45	46	47	48
TDP1 cell CPT	-10%	-19%	-14%	2.3µM*	-11%	?
TDP1 cell noCPT	-1%	?	29µM*	2.3µM*	-6%	?
TDP1 block	6%	3%	/	6%	-1%	2%

[49] Cc1cc(OCC(=O)NCCO)ccc1Cl
[50] O=C1N=c2ccccc2=C1c1sc(=S)n(NC(=O)c2cccc(O)c2)c1O
[51] O=C(CN1CCOC1=O)N1CCCC(N2CCN(c3cccc(C(F)(F)F)c3)CC2)C1 (stereo not given)
[52] Cc1c(N=C2N=C(NC(=O)c3ccc(F)cc3)c3ccccc32)c(=O)n(-c2ccccc2)n1C
[53] Cc1[nH]c2ccccc2c1CN1CCN(c2ccccn2)CC1
[54] CCN(C(=O)COC(=O)c1ccc(=O)n(Cc2ccccc2)n1)C1CCCCC1
Compound	49	50	51	52	53	54
TDP1 cell CPT	2%	-19%	-16%	16µM*	2.3µM*	-5%
TDP1 cell noCPT	3%	-26%	-19%	23µM*	5.2µM*	-9%
TDP1 block	-1%	8%	2%	8%	/	1%

[55] COc1ccc2cc(CN(CCCN3CCOCC3)Cc3nnnn3C3CCCC3)c(=O)[nH]c2c1
[56] CSCCC(NC(=O)c1ccccc1)C(=O)N1CCN(C(=O)c2ccccc2)CC1 (stereo not given)
[57] CCN(CC)C(=O)C1CCN(S(=O)(=O)c2ccc(C3CNC(=O)C3)cc2)CC1 (stereo not given)
[58] CCN(C(=O)COC(=O)c1cccnc1)c1cccc2ccccc12
[59] Cc1ccc(CNC(=O)c2coc(=O)c3ccccc23)o1
[60] O=C(c1ccc(F)cc1)N1CCCC(N2CCN(Cc3ccc4c(c3)OCO4)CC2)C1 (stereo not given)
Compound	55	56	57	58	59	60
TDP1 cell CPT	?	-24%	?	?	?	-10%
TDP1 cell noCPT	-21%	1%	-22%	?	?	-13%
TDP1 block	2%	0%	3%	1%	0%	2%

An excerpt from above, showing only TDP1 cell CPT and TDP1 cell noCPT.
No.	Molecule	TDP1 cell CPT	TDP1 cell noCPT
40	O=C1NCCN(CC2CCN(CCc3ccccc3)CC2)C1=O	-15%	-12%
41	O=C(c1ccccn1)N1N=C2/C(=C/c3ccccc3)CCCC2C1c1ccccc1 (stereo not given)	?	?

(listing goes on)
[61] Clc1cccc[n+]1CCCCCC[n+]1ccccc1Cl
[62] COC(=O)c1ncccc1SC
[63] COc1cc(C(C)=O)ccc1Oc1ccc(S(=O)(=O)N2CCOCC2)cn1
[64] CCc1cc2c(=O)c(-n3cnc4ccccc43)coc2cc1O
[65] CCCCCCN1Cc2ccccc2C1
[66] O=C(NCc1n[nH]c(=S)n1-c1ccc(Cl)c(Cl)c1)c1ccc(S(=O)(=O)N2CCCCC2)cc1
Compound	61	62	63	64	65	66
TDP1 cell CPT	35µM*	-13%	?	-27%	1%	-23%
TDP1 cell noCPT	-98%	-20%	-5%	-28%	-20%	-6%
TDP1 block	/	2%	1%	-2%	-2%	/

[67] O=S(=O)(c1ccc(Cl)cc1)N1CCn2c1nc1ccccc12
[68] COc1cccc(C(=O)N(C)Cc2c(C)nn(C3CCS(=O)(=O)C3)c2C)c1 (stereo not given)
[69] CCC1Nc2ncnc(N3CCOCC3)c2N(Cc2ccc(Cl)cc2)C1=O (stereo not given)
[70] Cc1nn(C)c2c1c(-c1ccccc1)cc(=O)n2Cc1ccccc1Cl
[71] COC(=O)c1ccccc1S(=O)(=O)N1CCCC(c2nc3c(nnn3Cc3ccc(C)cc3)c(=O)[nH]2)C1 (stereo not given)
[72] Cn1cccc1/C=N/NC(=O)CSc1nc2ccccc2n1C
Compound	67	68	69	70	71	72
TDP1 cell CPT	-12%	-17%	-7%	?	?	-3%
TDP1 cell noCPT	?	18%	-4%	?	?	-19%
TDP1 block	3%	0%	-3%	5%	/	6%

[73] CCCN(CCC)C(=O)Cn1c(=O)n(CCCC(=O)NCc2ccco2)c(=O)c2sccc21
[74] Cc1nc(N2CCN(S(=O)(=O)c3ccc(Br)cc3)CC2)c2c(C)c(C)sc2n1
[75] COc1ccc(C(=O)c2c(C)c3cc(C)ccc3n2CC(O)CN2CCOCC2)cc1 (stereo not given)
[76] C[n+]1cnn2c1SCC1(COC1)C2
[77] CC(C)(C)c1ccc(-n2nc(C(N)=O)c(O)cc2=O)cc1
[78] C[C@@H]1CN([C@H](C)CO)C(=O)c2cc(C#C[C@@H](C)O)cnc2O[C@H]1CN(C)C(=O)c1ccc(F)cc1
Compound	73	74	75	76	77	78
TDP1 cell CPT	-3%	21µM*	?	-1%	?	-2%
TDP1 cell noCPT	-3%	?	?	-5%	?	7%
TDP1 block	-2%	2%	-3%	/	0%	/

[79] COc1ccc(Nc2nc(C)cc(C)c2C#N)c(OC)c1
[80] COc1ccccc1-c1ccnc(-n2ncc(C(=O)N3CCCCC3c3cccnc3)c2C)n1 (stereo not given)
[81] O=C(CN(Cc1ccccc1)C(=O)CCC(=O)Nc1nccs1)NCc1ccccc1
[82] CCCCn1c(N)c(N(CCC(C)C)C(=O)COC(=O)Cc2ccc(Cl)cc2)c(=O)[nH]c1=O
[83] COc1cc(C(=O)NNC(=O)C2CSC3(C)CCC(=O)N23)cc(OC)c1OC (stereo not given)
[84] Cc1c(C(=O)N(Cc2ccccc2)Cc2cccs2)cnn1-c1ccc(Cl)cc1
[85] O=C1CN(C(=O)CN2CCCC2)C(c2ccccc2)c2cc(Br)ccc2N1 (stereo not given)
[86] Cc1csc(C(C)N(C)C(=O)CCc2nnc(CCc3ccccc3)o2)n1 (stereo not given)
[87] Cc1ccc(-n2ncc(C(=O)N3CCc4ccccc4C3)c2C2CCN(C(=O)OC(C)(C)C)CC2)cc1C
Compound	79	80	81	82	83	84	85	86	87
TDP1 cell CPT	38%[activator]	13%[9.04 µM]	4%	?	-13%	16%	10%	-17%	10µM*
TDP1 cell noCPT	5%	-13%	0%	-19%	3%	?	-13%	-13%	?
TDP1 block	/	/	/	/	3%	3%	2%	5%	4%

Grouped by structure: those above containing a nitro group on carbon
[17] COc1ccc(NC(=O)CSc2nnnn2C)c([N+](=O)[O-])c1
[46] COc1ccc(NC(=O)N2CCN(c3ccc([N+](=O)[O-])cc3)CC2)cc1
Compound	17	46
TDP1 cell CPT	11%	2.3µM*
TDP1 cell noCPT	-2%	2.3µM*
TDP1 block	0%	6%

Screening results: PubChem BioAssay, National Center for Advancing Translational Sciences (NCATS)
